Compound activity (PubChem)
TRHR agonist: qHTS for Small Molecule Agonists and Allosteric Enhancers of Human TRH Receptor: Primary Screen for Agonists | activation, % at 2 µM | TRHR cells, calcium flux fluo-8, FDSS agonist mode | actives 0.18% (n = 360,000) | Thyrotropin-releasing hormone receptor (Homo sapiens), P34981; in the data active = activation above about 30%; also: 0% is about no effect
Target sequence (P34981 whole entry, looked up): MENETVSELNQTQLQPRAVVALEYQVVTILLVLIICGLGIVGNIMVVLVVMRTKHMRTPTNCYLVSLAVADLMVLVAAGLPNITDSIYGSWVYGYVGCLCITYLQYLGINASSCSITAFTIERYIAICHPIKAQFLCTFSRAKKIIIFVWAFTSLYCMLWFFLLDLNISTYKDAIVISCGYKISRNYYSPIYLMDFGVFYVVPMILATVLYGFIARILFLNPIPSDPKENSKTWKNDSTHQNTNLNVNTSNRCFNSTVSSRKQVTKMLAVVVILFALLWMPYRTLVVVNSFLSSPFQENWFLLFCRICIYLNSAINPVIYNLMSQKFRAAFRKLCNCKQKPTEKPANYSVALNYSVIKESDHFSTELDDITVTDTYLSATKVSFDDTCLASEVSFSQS
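TRHR-expressing cells loaded with fluo-8 calcium dye; 23 nL library compound pin-transferred, kinetic FDSS fluorescence (Ex 480/Em 530) recorded about 180 s for agonist-induced calcium release, before a 10 nM TRH EC20 addition for potentiator mode.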
Pol kappa inh: qHTS for Inhibitors of Polymerase Kappa | DNA polymerase kappa (Homo sapiens), Q9UBT6 | purified Pol kappa, fluorescent DNA synthesis assay, 10 min | Potency, µM (top dose mostly 107 µM), without a hit: at the highest dose activity, negative = inhibition, most hits filed as inhibitors | actives 0.53% (n = 400,000) | AID 588579, 2011; also: potency is read from the fitted curve at half-maximal effect; % is scaled to controls: 0 for no effect and ±100 for the full control effect
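Fluorescent qHTS in 1536-well format: enzyme (10 nM) and compound sat 15 min at room temperature before 50 nM substrate (final) was added. Signal taken at 0 and 10 min; no-enzyme buffer wells were negative controls.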
Pol iota inh: qHTS for Inhibitors of Polymerase Iota; Potency, µM (doses to about 115 µM), without a hit: top-dose activity, negative = inhibition, hits mostly inhibitors; Pol iota fluorescent replication assay, 10 min; DNA polymerase iota (Homo sapiens), Q9UNA4; actives 1% (n = 390,000); also: potency is read from the fitted curve at half-maximal effect
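Fluorescent replication assay read twice, at 0 min and 10 min after adding 50 nM (final) substrate. Enzyme (10 nM) and compounds were first incubated 15 min at room temperature; enzyme-free buffer wells were negative controls.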
12-LOX inh: Primary qHTS assay for inhibitors of human arachidonate 12S-lipoxygenase (ALOX12): Round 2 | purified 12hLO, xylenol orange hydroperoxide absorbance | actives 1.1% (n = 580,000) | Potency, µM (highest dose often 108 µM), for the others: top-dose activity change, negative = inhibition, usual class: inhibitors | AID 1671190, 2021 | Polyunsaturated fatty acid lipoxygenase ALOX12 (Homo sapiens), P18054; also: potency is read from the fitted curve at half-maximal effect; % is scaled to controls: 0 for no effect and ±100 for the full control effect
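Purified human 12hLO at 150 nM in 25 mM Hepes, 0.01% Triton X-100, pH 7.0, preincubated 15 min at room temperature with compound. Reaction started with 40 uM arachidonic acid, 30 min at room temperature. Hydroperoxide measured by Fe-xylenol orange, 573/405 nm absorbance ratio.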
BLM helicase inh: qHTS Assay for Inhibitors of Bloom's syndrome helicase (BLM); AID 2528, 2010; actives 0.2% (n = 350,000); recombinant BLM DNA unwinding, fluorescence dequenching; Potency, µM (series often up to 56.1 µM), for the others: at the top dose activity change, negative = inhibition, actives largely listed as inhibitors;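 also: potency is read from the fitted curve at half-maximal effect; plate controls were vehicle for no effect and no enzyme for full effect; nearly all actives have a fitted effect of over 35% in size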
APE1 inh: qHTS Assay for Inhibitors of the Human Apurinic/apyrimidinic Endonuclease 1 (APE1). actives 0.35% (n = 350,000). Potency, µM (doses to about 65.8 µM), for the others: at the top dose activity change, negative = inhibition, hits mostly inhibitors. AID 2517, 2012. DNA repair nuclease/redox regulator APEX1 (Homo sapiens), P27695. recombinant APE1, TAMRA/BHQ-2 abasic DNA cleavage fluorescence;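 also: potency is read from the fitted curve at half-maximal effect; plate controls were vehicle for no effect and reference inhibitor for full effect; nearly all actives have a fitted effect of over 55% in size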
Target sequence (P27695 whole entry, looked up): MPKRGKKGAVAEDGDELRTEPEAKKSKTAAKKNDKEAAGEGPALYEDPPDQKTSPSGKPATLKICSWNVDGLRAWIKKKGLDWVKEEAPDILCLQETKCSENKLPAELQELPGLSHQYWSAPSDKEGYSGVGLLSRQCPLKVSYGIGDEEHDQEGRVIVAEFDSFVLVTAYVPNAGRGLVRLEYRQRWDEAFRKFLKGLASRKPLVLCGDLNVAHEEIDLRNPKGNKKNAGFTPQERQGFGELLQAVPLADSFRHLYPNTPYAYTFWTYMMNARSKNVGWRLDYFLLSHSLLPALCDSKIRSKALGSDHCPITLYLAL
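Enzyme (0.75 nM final) and test compound are incubated 15 min at room temperature before adding 50 nM quenched THF abasic-site duplex. Cleavage dequenches TAMRA, followed at 525/598 nm over three reads one minute apart.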
Apoferritin bind: qHTS Assay for Identification of Novel General Anesthetics. Ferritin light chain (Equus caballus), P02791. apoferritin/1-aminoanthracene competitive binding, fluorescence. Potency, µM (top dose mostly 77.5 µM), for the others: at the top dose activity change, negative = displacement, actives largely listed as inhibitors. actives 0.074% (n = 350,000). AID 485281, 2010; also: potency is read from the fitted curve at half-maximal effect; % is scaled to controls: 0 for no effect and ±100 for the full control effect; nearly all actives have a fitted effect of over 20% in size
Target sequence (P02791 2-175 limits assumed): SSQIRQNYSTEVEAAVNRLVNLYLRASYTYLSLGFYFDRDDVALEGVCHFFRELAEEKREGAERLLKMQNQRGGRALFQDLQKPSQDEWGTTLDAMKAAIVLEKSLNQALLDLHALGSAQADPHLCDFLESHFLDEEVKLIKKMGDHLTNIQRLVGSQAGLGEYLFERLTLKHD
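Steps: apoferritin (10 uM) was premixed with half-saturated 1-AMA in PBS, compounds were pin-transferred, plates stood 10 min at room temperature, fluorescence was read at 380/535 nm, and curves were fitted with a Hill equation.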
Pol beta inh: qHTS Assay for Inhibitors of DNA Polymerase Beta | Pol beta primer extension/strand displacement, fluorescence kinetic | Potency, µM (top dose mostly 114 µM), without a hit: at the top dose activity change, negative = inhibition, hits mostly inhibitors | actives 1.3% (n = 340,000) | P06746; also: potency is read from the fitted curve at half-maximal effect; % is scaled to controls: 0 for no effect and ±100 for the full control effect
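Values derive from four-parameter Hill fits of normalized kinetic data: reads at 0 and 10 min following addition of 50 nM substrate to 10 nM Pol beta preincubated 15 min with compound.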
ERG Ets-DNA blk: qHTS for Small Molecule Inhibitors of the ERG Ets/DNA interaction | Transcriptional regulator ERG (Homo sapiens), P11308 | fluorescence polarization, His-ERG Ets domain / labelled DNA | Potency, µM (titrated, usually from 76.9 µM), for the others: at the top dose FP activity, negative = inhibition, hits mostly inhibitors | actives 0.028% (n = 370,000) | AID 624246, 2012; active = well fitted inhibition curve with a large enough effect in the polarisation, with a control signal flat; inconclusive = small, poorly fitted or top-dose-only effect, or effect the other way, or a change in a side signal; inactive = no such curve, though single readings can be large or run the other way; the % refers to the polarisation;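 also: polarization taken with two DNA probes labelled with fluorescein and Texas red; potency is read from the fitted curve at half-maximal effect; % of control where 0% means no effect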
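His-tagged ERG Ets domain (1 uM in the protein solution; 300mM KCl, 50mM Tris-HCl, 1mM EDTA, 1mM DTT, pH 7.5) received compound, then a probe mix of 5 nM fluorescein-DNA and 100nM Texas-615-DNA. Fluorescence polarization was read for both dyes.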
Numbers without * were called inactive; ? = inconclusive; . = not tested or not shown; ! = repeats disagree; [ ] = remark or other dose. Unless noted, calls follow the shape of the dose curve; as a rule, active = well fitted curve in the direction sought with a large enough effect; inconclusive = small, poorly fitted or top-dose-only effect, or another doubt; inactive = no such curve, though single readings can be large; an effect the other way counts as inactive or inconclusive.

SMILES | TRHR agonist | Pol kappa inh | Pol iota inh | 12-LOX inh | BLM helicase inh | APE1 inh | Apoferritin bind | Pol beta inh | ERG Ets-DNA blk
O=C(NCCc1ccc(Cl)cc1)C1COc2ccccc2C1 (centres undefined) | 0.0 | -11%[60.1 µM] | -9% | -8% | -1% | . | -4% | -1% | -5%
CC(C)c1cccc(C(C)C)c1NS(=O)(=O)c1cccs1 | -1.5 | -1% | -9% | ? | -8% | . | -21% | 19% | 17%
Cc1cc(NC(=O)CCC(=O)N(Cc2cccs2)C(C(=O)NC2CCCC2)c2cccnc2)no1 (centres undefined) | -0.5 | -21% | 0% | -18% | 1% | 0% | -9% | 29% | 6%
O=C(NCCCO)c1cc2c([nH]c3ccccc32)c(-c2ccccc2)n1 | -0.1 | -3% | 21% | 3% | -7% | -5% | -1% | 29% | -4%
Cc1ccccc1Cn1c(=O)[nH]c2ccccc21 | -1.2 | 2% | 4% | -3% | -2% | 12% | 3% | 28% | 4%
O=C(NC1CCCCC1)c1ccc(Cn2c(SCc3ccccc3F)nc3cccnc32)cc1 | 1.1 | -7% | -5% | -9% | -8% | . | -11% | 29% | 8%
Cc1ccc(S(=O)(=O)NCC(=O)N2CCOCCOCCOCCOCC2)cc1 | 0.4 | 2% | -19% | 1% | 2% | 8%[12.4 µM] | 2% | 14% | -7%
Cc1c(C(=O)O)[nH]c2ccc([N+](=O)[O-])cc12 | 0.1 | -21% | ? | -22% | -11% | -3% | -6% | ? | -2%
CCCCCCn1c(CN2CCCCC2C)nc2c1c(=O)n(C)c(=O)n2C (centres undefined) | -1.0 | -6% | 5% | 1% | 0% | 2% | -3% | 25% | .
O=Cc1ccc(OCc2cn(CC(=O)c3ccc(O)cc3)nn2)cc1 | . | 1% | 14% | -9% | . | . | . | . | -1%
N#Cc1cccc(NC(=O)CNC(=O)Cc2ccccc2)c1 | -0.1 | -6% | 68%[activator] | -4% | -10% | 16% | -13% | 0% | 3%
CN(Cc1ccccc1)c1ncc(C=O)s1 | 0.0 | -1% | -7% | -4% | 0% | 23% | ? | 6% | 6%
c1ccc(CSc2nc3ncccn3n2)cc1 | 0.6 | -3% | -5% | 6% | . | 18% | . | . | 2%
CCCCOC(=O)CCc1c(C)[nH]c(=O)c(C#N)c1C | -0.1 | -4% | ? | 3% | 1% | 1% | -12% | 26% | -4%
COc1cc(C2C(C(=O)Nc3ccccc3C)=C(C)Nc3ncnn32)ccc1OCC(N)=O (centres undefined) | 0.9 | -2%[60.1 µM] | 16% | -7% | -1% | . | 11% | -2% | -6%
CC(C)OC(=O)C1C2C=CC3(CN(C(C)c4ccc(Br)cc4)C(=O)C13)O2 (centres undefined) | 0.1 | 12% | 14% | 439%[activator] | 2% | -5% | -5% | -8% | -4%
OC[C@H]1OC(O)(CN2CCOCC2)[C@H](O)[C@@H]1O (some centres undefined) | . | 1%[60.1 µM] | . | . | -2% | -2% | -4% | . | .
Nc1ncnc(Oc2cccc(C(F)(F)F)c2)c1[N+](=O)[O-] | -0.4 | -1% | 123%[activator] | 100%[activator] | -7% | 0% | ? | 10% | 7%
c1ccc(-c2nn3c(Cn4cnc5ccccc54)nnc3s2)cc1 | -0.9 | -2% | -8%[58.9 µM] | 7.1µM*! | 2% | -4% | -8% | ? | 9%
COCc1cc(C)nc2sc3c(c12)NC(c1ccccc1C(=O)O)N(c1ccc(OC)cc1)C3=O (centres undefined) | 0.3 | -4% | ? | -5% | 0% | . | 87%[activator] | 37% | -4%
COc1cc(-c2nn3c(-c4ccccc4)nnc3s2)cc(OC)c1OC | 0.0 | -15% | -1% | -25% | -5% | 13% | -19% | -1% | -1%
O=C(CSc1nc2[nH]c(=O)cc(O)c2s1)Nc1ccc(Cl)c(C(F)(F)F)c1 | 0.4 | 3% | 17% | -24% | . | 25% | . | . | 16%
Cc1ccc(NS(=O)(=O)c2cc(C(=O)O)ccc2Cl)c(C)c1 | 0.5 | -8% | 11% | 0% | 1% | 1% | 19% | -8% | -4%
CC(C)OC(=O)CSc1nnc(-c2cccnc2)n1N | 0.8 | -14% | 2% | 0% | 0% | 11% | -7% | 48% | -4%
CC(C)Cc1cc(C(=O)Nc2c(F)cc(F)cc2Br)no1 | 2.1 | 0% | -14% | -30% | -2% | -3% | 3% | -1% | 1%
CC(C(=O)N1CCN(c2ccccc2F)CC1)c1ccc([N+](=O)[O-])cc1 (centres undefined) | -1.2 | -8% | -8% | 0% | 2% | -23% | ? | 6% | -3%
CC(C)OCCCn1c(=O)c2ccccc2n2c(-c3ccccc3F)nnc12 | -1.3 | -8% | -8% | -18% | -1% | . | -8% | 28% | 9%
S=c1[nH]ccn1-c1cccc(Cl)c1Cl | -0.6 | -11% | 34%[activator] | ? | -1% | -1% | -13% | -25% | 0%
CN(C(=O)CSc1nnc(-c2ccncc2)n1-c1ccccc1)C1CCS(=O)(=O)C1 (centres undefined) | 0.1 | 0% | -1% | 9% | -1% | -1% | 6% | 10% | -7%
O=C(OCCN1CCN(C2=NS(=O)(=O)c3ccccc32)CC1)c1ccccc1F | -0.4 | 8% | 5% | 7% | -8% | 63%[activator] | -11% | 17% | -8%
O=C(Nc1ccc2c(c1)Cc1ccccc1-2)c1cccnc1 | -2.3 | -11% | 24% | ? | 0% | 0% | -15% | 9% | -4%
Cc1ccc([N+](=O)[O-])cc1Nc1nc(N2CCOCC2)nc(N2CCOCC2)n1 | 0.4 | ? | ? | 2% | -8% | 1% | -9% | 0% | -5%
CC(C)(C)NC(=O)CN(CCN1CCOCC1)C(=O)CNS(=O)(=O)c1ccc(Cl)cc1 | 0.6 | -5% | 15% | 11% | 2% | 27% | -8% | 28% | 6%
C[N+](C)(C)CCCN1C(=O)CCCC1=O | -1.1 | -14% | 12% | 20% | -3% | -2% | -8% | ? | 4%
COc1ccc(-c2nc(N)ncc2-c2ccccc2OC)c(O)c1 | -0.4 | -8%[60.1 µM] | 0% | 0% | -2% | -6% | 6% | 33% | -1%
COc1ccccc1CNC(=O)C(NS(=O)(=O)c1ccc2c(c1)CCN2C(C)=O)C(C)C (centres undefined) | -0.4 | -13% | -5% | ? | -2% | . | -2% | -1% | -1%
CC(Sc1n[nH]c(=O)[nH]c1=O)C(=O)OCc1ccccc1 (centres undefined) | -0.4 | -14% | -2% | 13% | -2% | 1% | -17% | 5% | 3%
CCOC(=O)CNC(=O)COc1coc(CN2CCN(Cc3ccccc3)CC2)cc1=O | 0.8 | 12% | 4% | 22% | -2% | -8% | -3% | -2% | -4%
COCCCNC(=O)c1c(NC(=O)C2COc3ccccc3O2)sc2c1CCCC2 (centres undefined) | 0.4 | 1% | ? | ? | -3% | -4% | -15% | 3% | 4%
Cc1ccc(S(=O)(=O)NCc2csc(C)n2)c(C)c1 | 0.0 | 4% | -6% | -1% | -2% | 2% | -8% | 5% | -2%
CCOc1ccc(CN(CCc2ccc3c(c2)OCO3)Cc2cc(OC)c(OC)cc2OC)cc1 | -0.4 | 0% | 5% | ? | -3% | . | 42%[activator] | -11% | -3%

Filtered by structure, those above with fluorine (7)
SMILES | TRHR agonist | Pol kappa inh | Pol iota inh | 12-LOX inh | BLM helicase inh | APE1 inh | Apoferritin bind | Pol beta inh | ERG Ets-DNA blk
O=C(NC1CCCCC1)c1ccc(Cn2c(SCc3ccccc3F)nc3cccnc32)cc1 | 1.1 | -7% | -5% | -9% | -8% | . | -11% | 29% | 8%
Nc1ncnc(Oc2cccc(C(F)(F)F)c2)c1[N+](=O)[O-] | -0.4 | -1% | 123%[activator] | 100%[activator] | -7% | 0% | ? | 10% | 7%
O=C(CSc1nc2[nH]c(=O)cc(O)c2s1)Nc1ccc(Cl)c(C(F)(F)F)c1 | 0.4 | 3% | 17% | -24% | . | 25% | . | . | 16%
CC(C)Cc1cc(C(=O)Nc2c(F)cc(F)cc2Br)no1 | 2.1 | 0% | -14% | -30% | -2% | -3% | 3% | -1% | 1%
CC(C(=O)N1CCN(c2ccccc2F)CC1)c1ccc([N+](=O)[O-])cc1 (centres undefined) | -1.2 | -8% | -8% | 0% | 2% | -23% | ? | 6% | -3%
CC(C)OCCCn1c(=O)c2ccccc2n2c(-c3ccccc3F)nnc12 | -1.3 | -8% | -8% | -18% | -1% | . | -8% | 28% | 9%
O=C(OCCN1CCN(C2=NS(=O)(=O)c3ccccc32)CC1)c1ccccc1F | -0.4 | 8% | 5% | 7% | -8% | 63%[activator] | -11% | 17% | -8%

Some of the compounds tested. The share of hits here may be higher or lower than overall.
